MITF primary = inhibitors of human MITF; inhibition, % at 2.6 µM; 650,000 tested, 0.91% active; AlphaScreen MITF homodimerization, bead proximity signal; in the data active = inhibition above about 50%;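 note: 0% = vehicle wells with protein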
FBW7 activator = activators of human E3 ligase FBW7 | AlphaScreen FBW7–phospho-cyclin E peptide binding, activator screen | Q969H0 | normalized activity (activation), % at 26.1 µM | 650,000 tested, 0.13% active; in the data active = normalized activity above about 1.9%;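 note: purified mutant Fbw7 with reduced substrate affinity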
Target sequence (Q969H0 whole entry, looked up): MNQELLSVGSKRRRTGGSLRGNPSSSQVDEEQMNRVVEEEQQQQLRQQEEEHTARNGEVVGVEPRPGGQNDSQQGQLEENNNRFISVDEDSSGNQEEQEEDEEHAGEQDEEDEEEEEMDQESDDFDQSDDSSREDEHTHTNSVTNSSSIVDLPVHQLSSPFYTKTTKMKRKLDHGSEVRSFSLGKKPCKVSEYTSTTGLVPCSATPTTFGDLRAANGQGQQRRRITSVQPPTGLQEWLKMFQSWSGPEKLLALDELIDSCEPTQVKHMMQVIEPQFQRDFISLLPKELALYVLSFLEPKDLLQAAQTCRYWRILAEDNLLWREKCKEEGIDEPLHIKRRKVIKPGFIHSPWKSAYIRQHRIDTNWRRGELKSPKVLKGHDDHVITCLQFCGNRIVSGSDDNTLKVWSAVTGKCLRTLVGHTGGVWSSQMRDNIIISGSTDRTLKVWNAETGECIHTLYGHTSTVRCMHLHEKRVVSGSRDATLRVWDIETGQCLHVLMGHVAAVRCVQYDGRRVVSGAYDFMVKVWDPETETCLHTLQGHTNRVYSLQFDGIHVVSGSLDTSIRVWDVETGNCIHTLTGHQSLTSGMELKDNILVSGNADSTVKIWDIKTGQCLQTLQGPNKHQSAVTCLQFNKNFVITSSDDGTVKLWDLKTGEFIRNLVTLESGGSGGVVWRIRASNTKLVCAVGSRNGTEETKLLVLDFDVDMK
GPR151 ag = activates the human receptor GPR151; AID 1508602; 650,000 tested, 1% active; PathHunter beta-arrestin GPR151 cells, luminescence; Q8TDV0; activation, % at 11.2 µM; in the data active = activation above about 4.9%;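 note: 0% = median of compound wells and 100% = cells with positive control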
Target sequence (Q8TDV0 whole entry, looked up): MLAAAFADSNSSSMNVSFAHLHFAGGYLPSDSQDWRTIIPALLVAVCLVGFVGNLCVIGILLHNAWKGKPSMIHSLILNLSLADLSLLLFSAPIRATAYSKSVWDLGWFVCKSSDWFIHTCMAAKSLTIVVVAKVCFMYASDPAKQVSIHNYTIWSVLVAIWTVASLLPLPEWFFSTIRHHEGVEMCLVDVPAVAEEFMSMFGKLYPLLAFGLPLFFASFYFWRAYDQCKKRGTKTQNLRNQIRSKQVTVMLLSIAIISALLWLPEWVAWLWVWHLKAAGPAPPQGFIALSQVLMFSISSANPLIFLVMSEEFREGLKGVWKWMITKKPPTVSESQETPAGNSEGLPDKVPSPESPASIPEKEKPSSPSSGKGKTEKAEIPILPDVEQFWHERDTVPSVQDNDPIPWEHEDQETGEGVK
TEAD-YAP inh = TEAD-YAP interaction inhibition | inhibition, % at 9.12 µM | 640,000 tested, 1.4% active | HEK-TIYL cells, TEAD-Gal4/YAP UAS-luciferase luminescence | AID 1259422; in the data active = inhibition above about 32%;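 note: 0% = median of test compound wells and 100% = reference inhibitor wells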
* marks the source's active call; other numbers are inactive results; / = not tested or not shown.

item	smiles	MITF primary	FBW7 activator	GPR151 ag	TEAD-YAP inh
1	CC[C@H](C)[C@H](NC(N)=O)C(=O)Nc1ccc(F)c(Cl)c1	17	1.1	-1.2	1
2	Cc1ccc(C(=O)Nc2nc(C(C)(C)C)cs2)s1	1	-0.2	-0.7	-82
3	CCN(CC)c1ccc2cc(C(N)=O)c(=Nc3ccccc3C)oc2c1	-7	-0.1	1.3	-5
4	CCOC(=O)c1c(NC(NC(=O)c2ccco2)(C(=O)OC)C(F)(F)F)sc(CC)c1-c1ccccc1 (configuration not stated)	2	-0.1	2.4	-5
5	COc1cccc2cc(C(=O)Nc3cccc(F)c3)c(=O)oc12	3	-0.2	-0.4	-21
6	CCOC(=O)CSc1nnc(Nc2cccc(C)c2C)s1	-5	0.1	0.3	-2
7	COC(=O)c1cccc(NC(=O)CN2C(=O)c3ccc([N+](=O)[O-])cc3C2=O)c1C	-10	0.8	5.1*	-3
8	CS(=O)(=O)c1ccccc1C(=O)Nc1ccccc1N1CCOCC1	2	0.2	-0.9	7
9	O=C(Nc1cccnc1Cl)c1cc(-c2ccccc2O)on1	6	-0.1	0.2	-54
10	O=C(NNC(=O)c1cccnc1)Nc1ccc(Br)cc1	2	0.0	0.6	0
11	COc1cc(NC(=O)c2ccc(Cl)cc2Cl)c(C(=O)O)cc1OC	7	0.2	-0.1	8
12	CC1Cc2ccccc2N1C(=O)c1ccc2nc(N3C(=O)CCC3=O)sc2c1 (configuration not stated)	11	0.2	-1.3	-9
13	Cc1ncc(C[n+]2csc(CCOC(=O)CC34CC5CC(CC(C)(C5)C3)C4)c2C)c(N)n1	-4	-0.1	0.8	3
14	Brc1ccc(-c2csc(/N=C/N3CCOCC3)n2)cc1	2	-0.2	-0.6	-43
15	CCOCCCNC(=S)N1CCCN(c2nc3cc(C)cc(C)c3cc2C#N)CC1	20	0.1	0.6	-4
16	O=C(Cc1cn(-c2ccc(NCCN3CCOCC3)nn2)c2ccccc12)Nc1ccc2c(c1)OCO2	4	-0.2	-0.7	-22
17	CC(C)CCNC(=O)c1cc2c(=O)n(C)c3ccccc3c2s1	13	0.6	-0.6	1
18	COc1ccc(N2C(=O)NC3CC2(C)Oc2c(OC)cccc23)c(OC)c1 (configuration not stated)	7	-0.1	6.7*	12
19	Cc1cnnn1-c1ccc(Nc2nccc(-c3cc(C#N)cc(N4CCOCC4)c3)n2)cc1	17	0.3	-0.5	2
20	Cc1ccc(CNc2oc(C)nc2C#N)cc1	15	0.1	0.1	-2
21	CCN(CC)CCN(C(=O)c1cc2ccccc2oc1=O)c1nc2c(OC)ccc(Cl)c2s1	-9	0.0	0.8	14
22	CCOC(=O)C1CCCN(Cc2ccc(OC)c(OC)c2OC)C1 (configuration not stated)	33	0.0	0.9	-2
23	CCOC(=O)CSc1nnc(CNC(=O)c2ccc([N+](=O)[O-])cc2)n1C	-1	-0.1	0.3	-1
24	CCC(C)n1c(=S)[nH]c2ccc(Cl)cc2c1=O (configuration not stated)	8	0.0	1.3	-6
25	Cc1ccc(O)c(CN2CCCCC2)c1	20	0.4	-2.1	-1
26	CCCCN1C(=O)c2c(Oc3cccc(OC)c3)cc([N+](=O)[O-])cc2Oc2ccccc21	0	0.0	0.0	-9
27	Cc1ccccc1C(=O)Nc1sc2c(c1C(=O)N(C)C)CCCC2	-10	-0.2	1.1	14
28	COc1ccc(Cl)cc1-n1c(=S)sc2c(=O)[nH]c(SCc3c(F)cccc3Cl)nc21	15	0.2	-1.2	-7
29	CN1CCN(c2ccc(-c3nc(NCCN4CCOCC4)c4ncn(Cc5ccc(C(F)(F)F)cc5)c4n3)cc2)CC1	4	-0.2	2.2	8
30	CC[N+](C)(CC)CCC[n+]1c(-c2ccccc2)c2cc(N)ccc2c2ccc(N)cc21	-23	0.0	-2.8	/
31	CCc1cccc(N(C(=O)c2csnn2)C(C(=O)NC(C)(C)CC)c2cccnc2)c1 (configuration not stated)	-8	-0.2	0.1	1
32	CSc1nc2sc3c(c2c(=O)n1-c1ccccc1)CC(C)(C)OC3	10	0.0	-1.0	13
33	O=C(NCc1cccnc1)c1cc2n(n1)C(C(F)(F)F)CC(c1ccc3c(c1)OCO3)N2 (configuration not stated)	1	0.5	2.9	5
34	CC1(C(=O)NCc2ccco2)CC1(Cl)Cl (configuration not stated)	-4	-0.2	2.4	-2
35	COc1cc(Nc2cc(N3CCN(Cc4ccc5c(c4)OCO5)CC3)ncn2)cc(OC)c1OC	19	0.4	-1.6	4
36	CCOC(=O)c1c(-c2ccc(C)cc2)csc1/N=C/N(C)C	3	-0.1	2.9	-7
37	COc1cc(C(=O)Nc2sc3c(c2C(N)=O)CCN(C(C)=O)C3)cc(OC)c1OC	-6	0.1	2.9	-9
38	CC1CCc2c(C(=O)NCc3cccnc3)csc2C1 (configuration not stated)	-2	-0.1	0.2	-7
39	COC(=O)c1ccc(C2C3=C(Nc4c2c(=O)n(C)c(=O)n4C)c2ccccc2C3=O)cc1 (configuration not stated)	-1	0.0	0.7	-6
40	CCOC(=O)c1ccc(-n2c(N)c(C(=O)NCC3CCCO3)sc2=S)cc1 (configuration not stated)	19	0.1	-2.0	8
41	CC(NC(=O)CCc1ccccc1)c1nnc2n1CCN(CC1CCCCC1)CC2 (configuration not stated)	12	0.0	0.3	1
42	O=S1(=O)CCN2C(c3ccc(Oc4ccccc4)cc3)=CSC2=N1	7	-0.1	-2.9	12
43	Oc1cccc(-c2cnc3c(NCc4cccs4)nccn23)c1	14	-0.8	2.3	-82
44	O=C(Cc1ccccc1)Nc1cc(C(=O)O)ccc1Cl	15	1.0	-0.4	8
45	O=C(Cn1nc(C(F)(F)F)c2c1CCC2)N1CCCC1	0	0.1	-0.6	-4
46	CCOC(=O)c1sc2ncn(/N=C/c3cccnc3)c(=O)c2c1C	4	-0.1	-0.1	2
47	CC(=O)c1ccc(-c2nnc(CCC(=O)N3CCCC(C(=O)CC(C)C)C3)o2)s1 (configuration not stated)	-3	-0.1	-0.8	-54
48	Cc1ccccc1C(=O)NNC(=O)C1CC1(c1ccccc1)c1ccccc1 (configuration not stated)	-5	-0.1	1.1	-2
49	COc1ccccc1CC(=O)Nc1cccc(C(F)(F)F)c1	13	0.0	-0.7	-8
50	Cc1cc(N2CCN(c3ccccc3)CC2)nc(NCc2ccccc2)n1	3	-0.3	0.2	12

Rewritten in transposed form: entries from further up.
29. CN1CCN(c2ccc(-c3nc(NCCN4CCOCC4)c4ncn(Cc5ccc(C(F)(F)F)cc5)c4n3)cc2)CC1
47. CC(=O)c1ccc(-c2nnc(CCC(=O)N3CCCC(C(=O)CC(C)C)C3)o2)s1 (configuration not stated)
49. COc1ccccc1CC(=O)Nc1cccc(C(F)(F)F)c1

Assay by compound,29,47,49
MITF primary,4,-3,13
FBW7 activator,-0.2,-0.1,0.0
GPR151 ag,2.2,-0.8,-0.7
TEAD-YAP inh,8,-54,-8

Continued:
item	smiles	MITF primary	FBW7 activator	GPR151 ag	TEAD-YAP inh
51	Cc1cccn2c(=O)c3cc(C(=O)N4CC(C)CC(C)C4)n(C)c3nc12 (configuration not stated)	10	0.3	0.4	3
52	c1ccc(-c2ccc(OCCCn3cncn3)cc2)cc1	61*	-0.1	-0.3	-27
53	COC(=O)C1=C(C)N(c2ccc(C(C)C)cc2)C(=O)C1	-8	-0.1	1.0	-3
54	COc1ccc(S(=O)(=O)N(CC(=O)Nc2ccc(C)cc2)c2ccc(Cl)cc2)cc1	-14	0.1	2.4	-5
55	COc1ccc(/C=C/C(=O)N2c3ccc(OC)cc3C(C)=CC2(C)C)cc1	8	-0.5	0.4	-2
56	O=C(NCc1cccnc1)C1CCN(c2ccc(Nc3ccncn3)nn2)CC1	6	0.0	2.8	3
57	COc1ccc(C2=NN(C(=O)CSc3nnc(CNC(=O)c4ccco4)n3-c3ccc(F)cc3)C(c3ccc(C)cc3)C2)cc1 (configuration not stated)	-3	-0.1	-0.2	1
58	O=C(c1ccc([N+](=O)[O-])o1)N(C(=O)N1CCCCC1)c1cccc(Cl)c1	6	-0.2	0.0	-2
59	CC(=O)Oc1ccc(N(C(C)=O)S(=O)(=O)c2cccc3cccnc23)c(C)c1	-6	1.4	1.2	0
60	CCONC(=O)c1cnc2sccn2c1=O	3	0.0	0.9	7
61	O=C1C(=O)N(Cc2cccnc2)C(c2ccccc2)/C1=C(\O)c1ccc(Cl)cc1 (configuration not stated)	5	0.4	-0.6	-5
62	Cc1ccc(SCC(=O)NCCc2ccc(S(N)(=O)=O)cc2)cc1	14	0.2	-1.4	-9
63	O=C(Nc1ccc(-c2nc3ncccc3o2)cc1)c1ccc([N+](=O)[O-])cc1	6	0.0	-0.2	7
64	CCOC(=O)c1ccccc1NC(=O)c1cccc(Br)c1	-6	0.1	1.8	3
65	O=C(CCC(=O)c1cccs1)NNC(=O)Cc1c[nH]c2ccccc12	-2	-0.1	-1.1	6
66	COc1ccc(OC)c(CN2CCc3nnc(CCNC(=O)C4CCCCC4)n3CC2)c1	2	0.0	0.2	13
67	C=CCn1c(SCC(=O)NCCCO)nc2sc3c(c2c1=O)CCC3	1	-0.1	0.2	2
68	CC1(C)CC(NC(=S)Nc2cc([N+](=O)[O-])ccc2Cl)CC(C)(C)N1	-3	0.0	-1.2	9
69	CCOc1ccc(NC(=O)CSc2nnc(CCc3ccccc3)n2C)cc1	6	0.1	-1.2	3
70	CCOc1cc(C(=O)Nc2nc3c(F)cc(F)cc3s2)cc(OCC)c1OCC	-16	0.1	1.9	-11
71	CCn1c2c(c3cc(Cl)ccc31)CCCC2=O	5	0.6	-0.2	0
72	Cn1nc(CN2C(=O)c3ccccc3C2=O)c2ccccc2c1=O	3	0.5	-0.5	12
73	CC1C(=O)C(C)(C)C(=O)OC1c1ccc([N+](=O)[O-])cc1 (configuration not stated)	-7	-0.1	-0.8	-6
74	CCOC(=O)N1CCN(C(=O)COc2ccc(C)cc2)CC1	3	0.2	0.4	6
75	Cc1cn2c3c(=O)n(Cc4ccccc4)c(=O)n(C)c3nc2n1-c1ccccc1	0	-0.1	-0.2	-3
76	CC(=O)c1cccc(-c2nc(NC3CC3)c3ncn(-c4ccsc4)c3n2)c1	-7	-0.1	2.1	20
77	O=C(CCCn1c(SCC(=O)NCCC2=CCCCC2)nc2ccccc2c1=O)NCc1ccco1	2	0.0	1.3	5
78	COc1cccc(/C=N\NC(=O)CN2CCN(C)CC2)c1	-8	0.2	-0.4	4
79	COc1cccc(NC(=O)CSc2cn(CC(=O)N3CCCCC3)c3ccccc23)c1	-7	0.0	-0.7	-8
80	CCC(Br)C(=O)Nc1ccccc1C (configuration not stated)	-7	-0.1	-0.2	-4
81	COc1ccc(-c2csc(/C(C#N)=C\Nc3ccc(F)cc3)n2)cc1OC	-4	-0.1	2.5	10
82	O=C(c1cc2cc(Br)cc(Br)c2oc1=O)N1CCSC1c1ccc(Cl)cc1 (configuration not stated)	-2	0.0	1.0	-4
83	COc1ccc(C2C(C(=O)Nc3cccnc3)=C(C)Nc3nc(-c4ccccc4)nn32)cc1 (configuration not stated)	14	-0.2	0.5	-1
84	CCCNS(=O)(=O)c1ccc(F)c(C(=O)Nc2ccccc2CC)c1	-10	-0.1	4.8	6
85	CC(C)(c1ccccc1)c1ccc(OCC(=O)Nc2ccccc2C(N)=O)cc1	16	1.1	-0.4	-16
86	Cc1cc(Cl)ccc1NC(=O)C(=O)NCc1ccccc1	8	0.0	1.3	4
87	CC1(C)CC(N(CCCO)C(=O)c2ccco2)CCO1 (configuration not stated)	-4	-0.1	-1.0	-2
88	CCOC(=O)/C=C/C(=O)Nc1ccc(S(=O)(=O)N2CCCCCC2)cc1	26	1.4	-0.5	-9
89	O=C(Cn1cnnn1)NCCn1nc(-c2cccs2)oc1=O	9	0.1	-0.8	-5
90	Cc1ccc(-c2nc3ccccc3c(=O)n2Cc2ccccc2C)cc1	19	-0.2	1.4	-23
91	CS(=O)(=O)CS(=O)(=O)N1CCOCC1	7	-0.1	0.1	-1
92	CCc1nc(SCC(=O)NNC(=O)C2CCCCC2)c2c(C)c(C)sc2n1	6	-0.1	1.0	7
93	NC(=O)c1[nH]ncc1Nc1nccc(-c2ccccc2)n1	6	0.4	-1.1	-14
94	Cc1cccc(-c2nc3ccccc3c(=O)n2NCc2cc(Br)ccc2F)c1	-6	0.0	-1.2	-7
95	COc1cccc(NC(=O)c2ccc(N3CCCC3)c([N+](=O)[O-])c2)c1	-1	-0.3	0.2	-35
96	Cc1ccc(/C=N/N=C(\N)c2nonc2N)cc1	8	0.0	-6.0	4
97	COc1ccc(S(=O)(=O)N(CC(=O)Nc2ccccc2C)c2ccc(Cl)cc2)cc1	11	-0.1	0.5	1
98	Cc1nc2c(C(=O)NCc3ccco3)cnn2c(C)c1Cc1c(F)cccc1Cl	14	0.7	-0.1	12
99	CSc1ccccc1NC(=O)CC1Sc2ccc(C(F)(F)F)cc2NC1=O (configuration not stated)	56*	-0.2	-0.6	-4
100	Cc1ccc(NC(=O)CSc2nnc(Cc3cccn3C)n2C)cc1Cl	16	-0.2	2.2	6
101	O=C1CCCN1CN1CCCC1=O	5	0.1	3.0	-4
102	O=C(c1nn(C23CC4CC(CC(C4)C2)C3)cc1[N+](=O)[O-])N1CCN(Cc2ccccc2)CC1	0	-0.6	0.4	5
103	COC(=O)/C=C/c1cc(O)ccc1O	14	-0.1	-0.2	/

Limited to TEAD-YAP inh, FBW7 activator and GPR151 ag (four entries from above):
nr	SMILES	TEAD-YAP inh	FBW7 activator	GPR151 ag
78	COc1cccc(/C=N\NC(=O)CN2CCN(C)CC2)c1	4	0.2	-0.4
97	COc1ccc(S(=O)(=O)N(CC(=O)Nc2ccccc2C)c2ccc(Cl)cc2)cc1	1	-0.1	0.5
85	CC(C)(c1ccccc1)c1ccc(OCC(=O)Nc2ccccc2C(N)=O)cc1	-16	1.1	-0.4
93	NC(=O)c1[nH]ncc1Nc1nccc(-c2ccccc2)n1	-14	0.4	-1.1

Screening results from PubChem.
